# Compound activity deposited in PubChem by Sanford-Burnham Center for Chemical Genomics.
# CXCR6 block: CXCR6 receptor inhibitors, primary screen, cell-based, beta-arrestin, luminescence, CHO-K1 PathHunter, 1536-well | C-X-C chemokine receptor type 6 (Homo sapiens), O00574 | inhibition, % at 20 µM | 360,000 tested, 0.36% active | AID 602244, 2012; in the data active = inhibition above about 34%, passing the limit was not always enough;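 also: antagonist mode with CXCL16 agonist at 10 nM final; 0% = 10 nM CXCL16 with DMSO and 100% = unstimulated wells without agonist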
# tim10-1 inh: growth inhibitors of tim10-1 mutant yeast, primary screen, luminescence, uHTS; S. cerevisiae tim10-1 ts strain growth, BacTiter-Glo, 24 h; inhibition, % at 20 µM; 330,000 tested, 2.2% active; AID 463190, 2010;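 active = inhibition of at least 40%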;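 also: mutant grown at 25 °C; 0% = DMSO wells with yeast and 100% = wells holding no yeast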
# tim23-1 inh: growth inhibitors of tim23-1 mutant yeast, primary screen, luminescence, uHTS | S. cerevisiae tim23-1 growth, BacTiter-Glo luminescence, 24 h | inhibition, % at 20 µM | 330,000 tested, 1.3% active | AID 463212, 2010;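 active = growth inhibition of the mutant yeast at or above 50%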;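 also: temperature-sensitive mutant grown at 25 °C; plate controls were DMSO-treated mutant yeast for no effect and medium wells lacking yeast for full effect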
# CHOP UPR activ: activators of apoptotic CHOP UPR arm, primary screen, cell-based, CHO-CHOP luciferase reporter, luminescence, uHTS | UPR activation; percent of tunicamycin response over DMSO baseline | activation, % at 10 µM | 330,000 tested, 0.34% active;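 active = at 10 µM dose, activation of 40% or more, normalized to positive control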;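 also: 100% = tunicamycin at 10 µg/mL and 0% = DMSO alone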
#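 Test system: CHO-CHOP cells, stable luciferase reporter of PERK-eIF2a-CHOP signalling | Quantity: 500 CHO-CHOP cells per well | Buffer or medium: F12 plus 10% serum | Compound dosing: 10 µM single point, 0.5% DMSO | Schedule: 6 h compound treatment, 37 °C | Signal: Luciferase luminescence | Control set: Tunicamycin high control, DMSO low control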
# Mdm2 MdmX PPI: inhibitors of human Mdm2-MdmX association, primary screen, cell-based, luminescence, split luciferase, SaOS-2, uHTS; Protein Mdm4 (Homo sapiens) + E3 ubiquitin-protein ligase Mdm2 (Homo sapiens), …; SaOS-2 split-luciferase Mdm2/MdmX complementation; inhibition, % at 8 µM; 330,000 tested, 3% active; AID 485346, 2010;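 active = inhibition of at least 50% at 8 µM in the primary screen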
# Target sequence (O15151 whole entry, looked up): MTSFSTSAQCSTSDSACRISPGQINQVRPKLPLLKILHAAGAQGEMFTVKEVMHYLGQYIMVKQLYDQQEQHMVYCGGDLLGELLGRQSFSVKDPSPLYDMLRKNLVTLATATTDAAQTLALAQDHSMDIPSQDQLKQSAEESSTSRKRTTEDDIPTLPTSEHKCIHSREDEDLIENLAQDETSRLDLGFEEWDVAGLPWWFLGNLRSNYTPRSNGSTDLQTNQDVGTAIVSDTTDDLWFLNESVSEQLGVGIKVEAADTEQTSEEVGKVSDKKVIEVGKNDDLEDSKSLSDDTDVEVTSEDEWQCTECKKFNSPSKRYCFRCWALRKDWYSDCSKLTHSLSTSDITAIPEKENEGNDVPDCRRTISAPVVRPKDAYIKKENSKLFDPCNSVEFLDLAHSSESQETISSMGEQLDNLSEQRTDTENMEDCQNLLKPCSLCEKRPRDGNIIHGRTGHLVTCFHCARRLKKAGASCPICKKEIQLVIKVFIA
# Target sequence (Q00987 whole entry, looked up): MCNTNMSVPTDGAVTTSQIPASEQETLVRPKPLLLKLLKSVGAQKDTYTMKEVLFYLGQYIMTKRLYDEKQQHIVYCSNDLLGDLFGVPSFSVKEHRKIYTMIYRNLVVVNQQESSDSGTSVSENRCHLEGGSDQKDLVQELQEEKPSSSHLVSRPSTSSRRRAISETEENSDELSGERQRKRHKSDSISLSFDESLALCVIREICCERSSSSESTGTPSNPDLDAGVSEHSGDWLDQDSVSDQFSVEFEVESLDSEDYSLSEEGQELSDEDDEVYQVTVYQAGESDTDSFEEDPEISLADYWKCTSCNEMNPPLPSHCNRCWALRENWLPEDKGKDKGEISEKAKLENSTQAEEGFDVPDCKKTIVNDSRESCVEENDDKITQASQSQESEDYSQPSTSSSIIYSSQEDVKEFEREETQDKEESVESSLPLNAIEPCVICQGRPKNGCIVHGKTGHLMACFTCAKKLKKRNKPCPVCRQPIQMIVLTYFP
# TIM10 inh: growth inhibitors of isogenic TIM10 control yeast, primary screen, counter-screen for tim10-1 yeast inhibitor project, luminescence, uHTS; S. cerevisiae TIM10 strain growth, BacTiter-Glo luminescence, 24 h; inhibition, % at 10 µM; 330,000 tested, 1.4% active; AID 463195, 2010;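 active = inhibition of 40% or more at the single tested concentration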;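 also: wild-type TIM10 isogenic control strain grown at permissive 25 °C; 0% = DMSO yeast wells and 100% = minimal medium wells without yeast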
# APJ ag: agonists of human apelin receptor APJ, primary screen, CHO-K1 cells, PathHunter beta-arrestin, luminescence | 0% DMSO wells, 100% apelin | 330,000 tested, 0.11% active | AID 2520, 2010 | activation, % at 20 µM;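 active = activation more than six SD over the plate average, tested at 20 µM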;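 also: 0% = DMSO alone and 100% = apelin-13 at 10 nM; some results filed as inactive read as strong as hits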
#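 Assay system – PathHunter CHO-K1 APJ (AGTRL-1) beta-arrestin reporter cells · Compound – one dose, 20 µM compound, 1% DMSO · Timing – compound 90 min 25 °C, reagent 1 h · Measured by – luminescence from split beta-galactosidase complementation, Galacton Star/Emerald II substrate · Measure – beta-arrestin recruitment to APJ as agonist activity, luminescent signal · Benchmarks – DMSO vs Apelin-13 10 nM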
# APJ antag: antagonists of human apelin receptor APJ, primary screen, CHO-K1 cells, beta-arrestin complementation, luminescence. P35414. inhibition, % at 20 µM. 330,000 tested, 0.32% active;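 active = inhibition above about 40% at 20 µM, limit read from the data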;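 also: cells challenged with 10 nM apelin-13 agonist together with compound; plate controls were apelin-13 plus DMSO wells for no effect and DMSO wells lacking apelin-13 for full effect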
# XBP1 UPR activ: activators of adaptive XBP1 UPR arm, primary screen, cell-based, CHO-XBP1 luciferase reporter, luminescence, uHTS. IRE1-XBP1 UPR activation; percent of tunicamycin response, DMSO as zero. activation, % at 20 µM. 330,000 tested, 0.33% active;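 active = versus positive control, 20 µM dose yields 30% or more activation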;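 also: 100% = tunicamycin at 10 µg/mL and 0% = DMSO only wells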
#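 Material: CHO-XBP1 cells stably carrying IRE1-XBP1-driven luciferase reporter / Amount: 1000 cells per well / Compound: 20 µM, 1% DMSO / Times: 6 h treatment, 37 °C / Detection: luciferase luminescence / Measure: % activation of reporter signal versus tunicamycin and DMSO controls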
# Starred values were filed as active, the others as inactive.
SMILES,CXCR6 block,tim10-1 inh,tim23-1 inh,CHOP UPR activ,Mdm2 MdmX PPI,TIM10 inh,APJ ag,APJ antag,XBP1 UPR activ
CN(CC(=O)NCc1ccc(F)cc1)Cc1cccc(Cl)c1,0,7,4,-0.1,-5,16,-2,24,3
COc1ccc(CC(=O)Nc2ccc(C(=O)Nc3ccccc3C(=O)O)cc2)cc1OC,8,10,14,-2.7,-12,12,2,6,3
CCC(C(=O)O)n1nc(-c2ccccc2)c2cc(Cl)ccc21 (stereo unspecified),0,7,11,-1.0,2,-4,-5,-3,1
Cc1c(-n2c(O)c(C3=c4ccccc4=NC3=O)sc2=S)c(=O)n(-c2ccccc2)n1C,21,15,5,-2.5,-5,7,4,-36,-2
O=C(CCCCC(=O)Nc1ccccc1)Nc1ccccc1,5,-15,4,0.1,3,3,3,9,-4
CCOC(=O)N1CCN(C(=O)CSc2nc3c(cnn3-c3ccc(C)cc3)c(=O)[nH]2)CC1,-2,10,3,-0.7,3,-1,4,1,-2
CCN(CC)S(=O)(=O)c1ccc(C2=NOC3(C2)N(C)c2ccccc2C3(C)C)cc1 (stereo unspecified),3,20,26,0.1,72*,-19,-1,-16,0
CCOC(=O)c1ccc(N2C(=O)CC(Nc3ccc(CCO)cc3)C2=O)cc1 (stereo unspecified),-7,22,-2,1.6,17,15,-1,12,1
CCC(C)c1ccccc1N1CC(C(=O)N2CCN(C(=O)c3ccco3)CC2)CC1=O (stereo unspecified),-2,5,-1,-1.0,1,2,-1,8,2
CCN(CC)CCCN=Cc1c(O)n(-c2ccc(C)cc2)c(=O)c2ccccc12,-6,7,-1,-3.3,-22,-8,-2,1,-1
COc1ccc2[nH]c(=O)c(CN(C(=O)C(C)C)c3ccccc3OC)cc2c1,-10,14,13,-0.7,20,0,0,-1,-5
Cc1cc(=O)[nH]c(SCC(=O)N2CCC(C(N)=O)CC2)n1,7,-8,-19,-0.3,3,-2,3,1,-2
CC(OC(=O)Cn1nnc2ccccc21)C(=O)NC1CCCC1 (stereo unspecified),1,-24,3,-1.5,11,5,-2,7,-2
CN(C)S(=O)(=O)c1ccc(S(=O)(=O)N2CCCC(C(=O)NC3CCCC3)C2)cc1 (stereo unspecified),-3,-7,5,1.3,4,-11,4,-18,1
Cn1c(NC(=O)C[n+]2cc(-c3ccccc3)n3c2CCC3)cc(=O)n(C)c1=O,-2,4,3,-1.1,13,5,1,-3,-2
NC(=O)c1ccsc1NC(=O)CSc1nnc2ccccn12,2,1,-12,3.1,20,-3,-3,-7,8
Cc1ccc(N2CCC(N3CCN(C4CCCCC4)C(CCO)C3)CC2)cc1 (stereo unspecified),-4,10,-16,1.5,-2,5,-4,3,0
CCN1CCN(C(=O)c2ccc3c(=O)n(CCC4=CCCCC4)c(=O)[nH]c3c2)CC1,-12,3,6,0.7,0,2,1,10,1
Fc1ccc(N2Cc3ccsc3C=N2)cc1,-4,13,3,4.8,-9,1,-3,7,-1
COc1ccc2nc(/N=C/c3cccc(OC)c3O)sc2c1,0,-9,24,3.2,-4,12,-3,11,-2
COc1ccc(/C=N\NC(=O)C2COc3ccccc3O2)cc1O (stereo unspecified),-3,7,15,2.0,17,3,-5,-21,-1
CCCn1c2ccccc2c2nc3ccccc3nc21,6,39,21,0.8,-18,-2,-7,-6,8
C[C@H](NC(=O)c1nc[nH]c1C(=O)N[C@@H](C)c1ccccc1)c1ccccc1,7,4,33,-0.6,34,10,-5,-3,-5
Cc1nn(C)c(C(=O)N2CCc3ccccc32)c1Br,2,8,20,-0.8,18,-12,-3,2,0
CCC1(c2ccc(F)cc2)NC(=O)N(CC(=O)Nc2ccc(N3CCCCC3)cc2)C1=O (stereo unspecified),13,-6,7,2.7,-2,-2,3,20,2
Cc1nc2ncnn2c(C)c1CCC(=O)NCCc1ccccc1,2,12,-2,2.4,3,-6,0,10,2
O=C(CSc1nnnn1C1CCCCC1)NCc1cccc(C(=O)O)c1,-4,7,10,1.8,7,6,0,-3,1
CCC1CCCCN1C(=O)COc1ccccc1NC(C)=O (stereo unspecified),4,2,13,0.3,16,3,0,-5,0
CCC(C)OC(=O)C1=C(C)OC23OC(N)=C(C#N)C12C(=O)c1ccccc13 (stereo unspecified),2,22,19,-0.8,15,5,-3,6,-1
O=C(Nc1cccc(Cl)c1)c1cccc(Oc2ccc([N+](=O)[O-])cc2Cl)c1,-16,23,-5,-2.3,61*,10,-1,-4,-2

# Ordered by the number under CXCR6 block (low to high): three of the compounds above.
smiles | CXCR6 block | Mdm2 MdmX PPI | APJ ag | APJ antag | XBP1 UPR activ
CCN1CCN(C(=O)c2ccc3c(=O)n(CCC4=CCCCC4)c(=O)[nH]c3c2)CC1 | -12 | 0 | 1 | 10 | 1
O=C(CSc1nnnn1C1CCCCC1)NCc1cccc(C(=O)O)c1 | -4 | 7 | 0 | -3 | 1
COc1ccc(/C=N\NC(=O)C2COc3ccccc3O2)cc1O (stereo unspecified) | -3 | 17 | -5 | -21 | -1

# (further entries)
SMILES,CXCR6 block,tim10-1 inh,tim23-1 inh,CHOP UPR activ,Mdm2 MdmX PPI,TIM10 inh,APJ ag,APJ antag,XBP1 UPR activ
Cc1oc(-c2ccccc2F)nc1CN1CCC(C(=O)NCc2cccnc2)CC1,1,4,-1,0.3,-14,-2,-5,0,0
Cc1ccccc1Nc1nnc(SCC(=O)c2cc3ccccc3o2)s1,-12,43*,33,-0.1,27,29,-3,6,-1
CC(=O)CC(C)(C)Nc1nc2ccc([N+](=O)[O-])cc2o1,-2,1,2,0.3,-22,-19,2,-15,-4
Cc1ccc(-n2c(-c3cnccn3)n[nH]c2=S)cc1,-11,21,14,-0.4,1,10,-1,-11,0
COc1ccccc1OCCNC(=O)Nc1cc(F)c(F)cc1Cl,2,33,34,1.5,2,18,3,3,7
c1ccc(-[n+]2nc(Nc3cccc4ccccc34)sc2-c2c3ccccc3cc3ccccc23)cc1,16,25,17,14,65*,7,0,14,1
COc1cccc(C(=O)NNC(=O)/C=C/c2ccccc2)c1,-5,-3,13,1.9,7,1,2,9,1
OCCn1c(-c2ccccc2)csc1=Nc1ccccc1,-6,29,31,2.8,-20,21,1,1,2
COc1ccccc1/C=N/NC(=O)c1ccc(Cn2nc([N+](=O)[O-])cc2C)cc1,-4,-1,9,2.3,-8,3,1,-7,-2
COc1cc(Cl)c(CN2CCC(CCC(=O)NC3CC3)CC2)cc1OC,8,-9,-15,0.1,-20,-7,-4,12,-4
COc1cccc(CCc2nnc(CCC(=O)NC(C)c3c(C)nn(C)c3C)o2)c1 (stereo unspecified),2,0,5,-0.6,8,1,-2,11,-1
O=C(CNCC1CCCO1)Nc1ccccc1-n1cccc1 (stereo unspecified),0,12,8,-0.7,-5,7,0,9,0
CC1(C)CC(NC(=O)C(=O)NCCc2ccccc2)CC(C)(C)N1,-6,5,-14,2.4,17,5,-1,9,-2
Cc1ccc(S(=O)(=O)Nc2nc(C)cc(NCCN)n2)cc1,2,-10,-6,-1.0,25,-1,-3,2,-4
O=[N+]([O-])c1ccc(-c2cc(-c3ccc(Cl)cc3)n[nH]2)cc1,1,23,8,0.6,-44,-4,1,-13,1
C/C(=N\NC(=O)C1(C)CC1(Br)Br)c1ccc(NC(=O)C2CCC2)cc1 (stereo unspecified),-2,21,18,-0.2,19,10,-2,-19,1
C=CCOC(=O)C1=C[C@H](c2coc3ccccc3c2=O)C[C@H](OCc2ccc(CO)cc2)O1,2,14,16,0.7,3,9,5,5,-1
Clc1ccccc1CSC1=NCCCN1,-2,2,0,-0.8,-12,-6,5,-18,-1
COCCn1c(N)c(NCc2ccccc2)c(=O)[nH]c1=O,-7,11,8,-2.0,27,-6,-1,-4,-5
CCOc1ccc(N2C(=O)C(=O)/C(=C(/O)c3ccccc3)C2c2ccccc2[N+](=O)[O-])cc1 (stereo unspecified),-5,14,3,0.5,29,14,0,-4,34*
COc1ccc2c(c1OC)C(=O)N(c1ccc(F)cc1)C2,-1,12,1,4.8,-72,6,0,4,-4
COc1ccc(C2c3[nH]c4ccccc4c3CCN2CCCn2cccn2)cc1C (stereo unspecified),-3,8,3,2.2,-6,10,-4,7,-5
CN(CCNC(=O)C1CCCN(c2ncnc3c2nc2n3CCCCC2)C1)Cc1ccccc1 (stereo unspecified),11,-8,1,-2.4,-7,9,-1,6,-4
COc1ccccc1CCC(=O)OCc1csc(CC(=O)Nc2ccccc2C)n1,6,15,19,-0.5,21,-9,-4,18,-5
CC1CCCC(C)N1CCCNC(=O)Cn1cc2c(n1)CCCC2 (stereo unspecified),2,-12,4,-0.2,14,0,-3,1,-1
Cc1nc2ccccc2nc1CSc1nnc(N)s1,5,1,12,1.4,8,6,-1,-17,0
Cc1ccc(N=C2SCCCN2C(=O)C2=COCCO2)cc1Cl,2,-1,6,1.5,-4,7,-2,-42,-2
O=C(Nc1cc(Cl)ccc1N1CCOCC1)c1ccc2c(c1)OCCO2,7,14,38,0.5,17,10,-4,8,3
C/C(CC(=O)Nc1ccc(F)cc1)=N\NC(=O)Cc1csc(N)n1,8,22,23,2.8,5,1,-2,5,-3
CN1CCc2ccccc2CC1=O,-1,-3,3,1.8,-1,1,-3,12,-1
Cc1ccc(C(=O)OC(C)C(=O)NC2CCCCC2C)cc1S(=O)(=O)N1CCCCC1 (stereo unspecified),1,20,26,0.5,37,8,-7,13,-9
Cc1cc(C)cc(NC(=O)Cn2nnc(C(=O)NCc3ccccc3Cl)c2N)c1,-2,0,-4,-2.3,2,1,0,10,-5
Cc1ccc(N2CCN(C(=O)CN3C(=O)c4ccccc4C3=O)CC2)cc1,-10,22,-13,0.4,15,-2,-4,-12,0
COC(=O)C1(CCSC)NC(c2ccc(O)c(OC)c2)C2C(=O)N(c3ccc(C)cc3)C(=O)C21 (stereo unspecified),9,6,10,-0.6,13,-5,-3,-48,-2
O=C(CN1CCN(c2ccc(F)cc2)CC1)NCC1CCCO1 (stereo unspecified),-5,2,5,-0.2,9,-9,0,3,-2

# Looked up above.
# CCC1CCCCN1C(=O)COc1ccccc1NC(C)=O (stereo unspecified) in CHOP UPR activ reads 0.3
# COc1cccc(CCc2nnc(CCC(=O)NC(C)c3c(C)nn(C)c3C)o2)c1 (stereo unspecified) in XBP1 UPR activ reads -1

# This is a subset, so the mix of outcomes need not match the whole.
